Artemis endo inh: Artemis endonuclease inhibitors, primary screen, biochemical, fluorescence intensity, FAM/BHQ-1 hairpin substrate; recombinant Artemis, quenched FAM hairpin cleavage fluorescence; inhibition, % at 10 µM; AID 686954, 2013; actives 0.78% (n = 30,000);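 active = at 10 µM dose, at least 30% inhibition, measured as corrected fluorescence normalized to stimulator and neutral control wells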
Target sequence (Q96SD1 whole entry, looked up): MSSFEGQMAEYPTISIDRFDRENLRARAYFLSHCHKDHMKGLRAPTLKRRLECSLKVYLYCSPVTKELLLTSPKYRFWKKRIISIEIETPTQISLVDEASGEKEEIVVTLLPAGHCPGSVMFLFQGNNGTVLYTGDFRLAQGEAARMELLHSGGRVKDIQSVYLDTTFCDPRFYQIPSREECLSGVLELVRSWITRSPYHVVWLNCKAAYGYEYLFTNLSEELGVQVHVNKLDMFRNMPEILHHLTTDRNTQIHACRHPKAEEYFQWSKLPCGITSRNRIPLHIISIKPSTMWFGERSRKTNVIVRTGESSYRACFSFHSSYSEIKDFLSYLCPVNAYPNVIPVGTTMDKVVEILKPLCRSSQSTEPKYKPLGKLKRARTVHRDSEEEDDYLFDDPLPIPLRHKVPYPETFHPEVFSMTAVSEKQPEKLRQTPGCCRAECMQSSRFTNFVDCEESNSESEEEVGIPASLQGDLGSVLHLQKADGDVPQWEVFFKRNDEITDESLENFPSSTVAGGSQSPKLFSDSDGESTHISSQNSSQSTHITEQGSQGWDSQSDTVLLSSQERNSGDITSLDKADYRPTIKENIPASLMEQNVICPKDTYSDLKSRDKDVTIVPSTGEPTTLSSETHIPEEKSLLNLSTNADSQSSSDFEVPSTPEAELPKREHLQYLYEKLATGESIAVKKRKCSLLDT
An asterisk follows results filed as active. A portion of the library, so the mix of outcomes need not match the whole.

COc1ccc(N2CCN(C(=O)CSc3nc4cc(OC)c(OC)cc4cc3C#N)CC2)cc1 was read as Artemis endo inh -2.6.
`CCC(=NCCc1ccccc1)C1=C(O)CCC1=O` gave Artemis endo inh 2.3.
Cc1c(NC(=O)CCC(=O)N2CCOCC2)c(=O)n(-c2ccccc2)n1C was read as Artemis endo inh 1.9.
Screening CC(=O)Nc1ccc(S(=O)(=O)NCC2CCC(C(=O)NCCC(C)C)CC2)cc1 (configuration not stated) returned Artemis endo inh -1.5.
`C=CCS/C(=N\n1cnc2ccccc2c1=O)N1CCCCC1` gave Artemis endo inh 0.1.
Screening Nc1c(Cl)cc(Cl)cc1C(=O)OCC(=O)NC1CC1 returned Artemis endo inh -2.2.
For Cc1nn(C(=O)c2ccco2)c(C)c1Sc1ccccc1 the results were Artemis endo inh -8.7.
For CCc1ccc(OC(=O)c2ccn(CC)n2)cc1 the results were Artemis endo inh 0.5.
Screening O=C(CCN1CCN(c2ccccc2)CC1)Nc1ccc(Cl)cc1 returned Artemis endo inh 1.0.
For O=C1C=C(NCCNc2c(F)c(F)c(CO)c(F)c2F)CCC1 the results were Artemis endo inh -2.2.
CC(C)n1c(Nn2cnnc2)nc2ccccc21 was read as Artemis endo inh -0.1.
For C=CCc1c(C)[nH]c(=S)c(C#N)c1C the results were Artemis endo inh 7.9.
S=c1[nH]nc(-c2ccc3ccccc3n2)o1 was read as Artemis endo inh -2.5.
Screening COCCNC(=O)COc1ccc(Br)cc1Cl returned Artemis endo inh -6.9.
`CCCOc1ccc(C2C(C(=O)OC)=CN(CCOC)C=C2C(=O)OC)cc1` gave Artemis endo inh -1.6.
Screening COc1cc(NC(=O)c2cc(-n3cnnc3)ccc2Cl)cc(OC)c1 returned Artemis endo inh -0.3.
Screening O=C1CCC(=O)N1OCCOc1ccc2c(c1)CCC2 returned Artemis endo inh 1.1.
For Nn1c(-c2cccc(Br)c2)n[nH]c1=S the results were Artemis endo inh -7.1.
Screening COc1ccc(C2CC(=O)c3c(ccc4ccccc34)N2)cc1OC (configuration not stated) returned Artemis endo inh -8.6.
`Cc1cc(C)c2oc(-c3ccc(C)c(NC(=S)NC(=O)c4cccs4)c3)nc2c1` gave Artemis endo inh 7.3.
`Cc1ccc(S(=O)(=O)N2CCN(C(=O)N(C)C)CC2)cc1C` gave Artemis endo inh -2.6.
For Cc1ccc(-n2c(C)cc(C(=O)COC(=O)C3=NNC(=O)CC3)c2C)cc1 the results were Artemis endo inh 5.8.
For Cc1ccc(C)c(Cn2c(CO)nc3ccccc32)c1 the results were Artemis endo inh 1.8.
For Cc1cc(C)cc(N2CC(C(=O)O)CC2=O)c1 (configuration not stated) the results were Artemis endo inh -6.3.
Screening COC(=O)C(Cc1ccccc1)NC(=O)CSc1nc(N)cc(=O)[nH]1 (configuration not stated) returned Artemis endo inh 1.4.
Screening Cn1nnnc1SCC(=O)Nc1ccccc1Cc1ccccc1 returned Artemis endo inh 12.9.
For Nc1nonc1-n1nnc(C(=O)c2ccccc2)c1-c1ccccc1 the results were Artemis endo inh 1.0.
Screening Cc1cc(C)nc(Nc2ccc(N3CCOCC3)cc2)n1 returned Artemis endo inh -5.9.
`COC(=O)C(NC=O)C(O)(Cc1ccccc1)C(F)(F)F` (configuration not stated) gave Artemis endo inh 2.4.
Screening COc1ccc(Br)cc1-c1noc(-c2ccncc2)n1 returned Artemis endo inh -2.3.
`Cc1ccc(C(=O)Nc2ncc3c(Cl)cccc3n2)cc1` gave Artemis endo inh 3.6.
`CC(NC(=O)c1ccc(NS(C)(=O)=O)cc1)c1ccccc1` (configuration not stated) gave Artemis endo inh 7.5.
`COc1ccc(/C=N/NC(=O)C(=O)Nc2ccccn2)cc1OC` gave Artemis endo inh -5.5.
CN(C)CCOC(=O)Cc1ccc(Cl)cc1 was read as Artemis endo inh -1.3.
Cc1cccc(N2C(N)=C(C#N)C(C#N)(C#N)C2c2ccccc2)c1 (configuration not stated) was read as Artemis endo inh 3.3.
Cc1cc(C)c(C)c(OCC(=O)NCc2nc(-c3ccccc3)no2)c1 was read as Artemis endo inh -1.7.

As a short view, some entries already given.
COc1ccc(N2CCN(C(=O)CSc3nc4cc(OC)c(OC)cc4cc3C#N)CC2)cc1 was read as Artemis endo inh -2.6.
`CCC(=NCCc1ccccc1)C1=C(O)CCC1=O` gave Artemis endo inh 2.3.
Cc1c(NC(=O)CCC(=O)N2CCOCC2)c(=O)n(-c2ccccc2)n1C was read as Artemis endo inh 1.9.
Screening CC(=O)Nc1ccc(S(=O)(=O)NCC2CCC(C(=O)NCCC(C)C)CC2)cc1 (configuration not stated) returned Artemis endo inh -1.5.
`C=CCS/C(=N\n1cnc2ccccc2c1=O)N1CCCCC1` gave Artemis endo inh 0.1.

Reprinted at random: 3 records from the list, in no set order.
`COc1ccc(/C=N/NC(=O)C(=O)Nc2ccccn2)cc1OC` gave Artemis endo inh -5.5.
For Cc1ccc(C)c(Cn2c(CO)nc3ccccc32)c1 the results were Artemis endo inh 1.8.
Screening CC(=O)Nc1ccc(S(=O)(=O)NCC2CCC(C(=O)NCCC(C)C)CC2)cc1 (configuration not stated) returned Artemis endo inh -1.5.

Additional entries follow:
Screening O=C(NCCC1=CCCCC1)C1CCN(S(=O)(=O)c2cnc[nH]2)CC1 returned Artemis endo inh -1.6.
`CNC(=O)COc1ncnc2sccc12` gave Artemis endo inh -8.8.
O=C(NC1CC1)c1c[nH]c2ccc(S(=O)(=O)Nc3cccc(C(F)(F)F)c3)cc2c1=O was read as Artemis endo inh 0.9.
Screening COCCNC(=O)c1c(N)n(CCC2=CCCCC2)c2nc3ccccc3nc12 returned Artemis endo inh 10.9.
`O=C1c2ccccc2S(=O)(=O)N1Cc1nnc(-c2ccccc2Br)o1` gave Artemis endo inh 0.4.
Screening Fc1ccc(CNC(=S)Nc2ccc(Cl)cc2)cc1 returned Artemis endo inh -0.2.
CC(C)(C)N1C(=O)Cc2c1nc(N)c1c(N)nc(N3CCCCC3CO)c(C#N)c21 (configuration not stated) was read as Artemis endo inh 26.4.
CCOc1ccc2[nH]c(=O)c(CN(CC3COCCO3)C(=O)c3ccco3)cc2c1 (configuration not stated) was read as Artemis endo inh 4.5.
Screening Cc1cc(C)c(C)c(Cn2c(CO)nc3ccccc32)c1C returned Artemis endo inh 12.8.
`CC(C)N(Cc1cc2ccccc2[nH]c1=O)C(=O)C(C)(C)C` gave Artemis endo inh -7.8.
Screening COc1ccc(CCNC(=O)CSc2nnc(CNC(=O)c3ccccc3F)o2)cc1OC returned Artemis endo inh 6.7.
Screening CCCn1c(N2CCN(CC(=O)c3c[nH]c4ccccc34)CC2)nc2c1c(=O)[nH]c(=O)n2C returned Artemis endo inh 5.4.
For C=CCc1cccc2cc(C(=O)NC(C)(C)C)c(=O)oc12 the results were Artemis endo inh -6.7.
Screening CCCCS(=O)(=O)NC1=NCN(CCOC(=O)c2ccccc2)CN1 returned Artemis endo inh -4.7.
For Cc1ccc(C(=O)CC2(O)C(=O)N(CN3CCOCC3)c3ccccc32)cc1 (configuration not stated) the results were Artemis endo inh 1.4.
`CCN(CC(=O)Nc1ccc2c(c1)OCCO2)C(=O)CC1CCCC1` gave Artemis endo inh 6.3.
COC(=O)c1ccc(C(=O)OCCCc2nc3ccc(N)cc3[nH]2)cc1 was read as Artemis endo inh -2.8.
For Cc1csc(SCC(=O)Nc2nc3ccccc3s2)n1 the results were Artemis endo inh 4.1.
Screening COC(=O)c1cc(-c2c(C)nn(-c3ccccc3)c2C)n[nH]1 returned Artemis endo inh 2.9.
Screening COc1ccc2c(C)c(Cl)c(=O)oc2c1 returned Artemis endo inh 7.2.
For Cc1ccc2nc(-c3ccc(NC(=S)NCCC(C)C)cc3)sc2c1 the results were Artemis endo inh 4.9.
Cc1cc(C)c2nc(SCCc3ccccc3)nc(C)c2c1 was read as Artemis endo inh 2.1.
Cc1cccc2cc(CN(Cc3cccs3)C3(c4nnnn4C4CCCC4)CCCC3)c(=O)[nH]c12 was read as Artemis endo inh 8.0.
`CN(CC(=O)N1CCN(c2ccccc2)CC1)S(=O)(=O)c1cnc[nH]1` gave Artemis endo inh -2.6.
Screening O=C(NCCN1CCN(C(=O)C(c2ccccc2)c2ccccc2)CC1)C(=O)Nc1ccccc1 returned Artemis endo inh 0.7.
`Brc1c(CSc2nnc(-c3ccco3)o2)nc2ccccn12` gave Artemis endo inh -3.4.
For COc1cccc(-n2ccnc2SCC(=O)Nc2ccccc2)c1 the results were Artemis endo inh -0.2.
`COc1ccc(-c2cc(NCc3ccccn3)n3ncnc3n2)cc1` gave Artemis endo inh -0.9.
For Cc1csc2nnc(N)n12 the results were Artemis endo inh -5.0.
`O=S(=O)(Nc1ccncc1Cl)c1ccccc1` gave Artemis endo inh -4.3.
For CN(c1ccc(C(=O)N2CCc3ccccc3C2)cc1)S(C)(=O)=O the results were Artemis endo inh 10.1.
Screening Cc1cc(C(=O)CSc2nc3ccccc3c(=O)[nH]2)c(C)n1C returned Artemis endo inh 2.2.
O=C(c1ccc2c3c(cccc13)C(=O)N(O)C2=O)N1CCCCC1 was read as Artemis endo inh 47.4*.
CCCc1nnc(NC(=O)CC(=O)OCC)s1 was read as Artemis endo inh 0.1.
For Cc1cc2oc(=O)c3c(c2cc1OC(=O)c1ccco1)CCCC3 the results were Artemis endo inh -2.0.
Screening COC(=O)c1c(C)oc(C)c(C(=O)OC)c1=O returned Artemis endo inh -7.6.
For CCOC(=O)C1=C(C)N=C2SC(C)C(=O)N2C1c1ccc(OC(C)=O)c(OC)c1 (configuration not stated) the results were Artemis endo inh 6.3.
`CCN1C(=O)/C(=C/c2nc3ccccc3c(=O)n2-c2ccccc2)c2ccccc21` gave Artemis endo inh 5.4.
Screening CC(NC(=O)Cn1ccsc1=N)C12CC3CC(CC(C3)C1)C2 (configuration not stated) returned Artemis endo inh -4.4.
Screening Cc1cc(C)cc(-n2c(SCC(=O)NCc3ccco3)nc3ccccc3c2=O)c1 returned Artemis endo inh -3.7.
COc1ccc2sc(C)nc2c1NC(C)=O was read as Artemis endo inh -8.4.
`COc1ccc2c(c1)N(C(=O)CSc1n[nH]c(C)n1)C(C)(C)C=C2C` gave Artemis endo inh -1.9.
Screening CCc1cccc(NC(=O)Nc2cccs2)c1 returned Artemis endo inh -4.1.
CCn1c(SCC(=O)Nc2cc(F)ccc2C)nnc1-c1ccccc1O was read as Artemis endo inh 3.1.
COc1cccc(NC(=O)CSc2nc3n[nH]c(C)c3c(=N)n2-c2cccc(OC)c2)c1 was read as Artemis endo inh 4.0.
Screening O=C(c1cccnc1)N1CCN(Cc2cccc(F)c2)CC1 returned Artemis endo inh 2.9.
For COc1ccccc1NC(=O)CN(C)S(=O)(=O)c1ccc(F)cc1 the results were Artemis endo inh 3.8.
`C=CCNc1nc(-c2ccc(O)c(C(N)=O)c2)cs1` gave Artemis endo inh 9.0.
Screening Cc1nc2nc(-c3ccccc3)[nH]n2c(=O)c1Cc1ccccc1 returned Artemis endo inh -8.3.
Screening O=C(N/N=C\c1ccc(Cl)cc1)c1sccc1-n1cccc1 returned Artemis endo inh 9.1.
Screening CCCC(O)(CCN(C)C)c1ccc(OC)cc1 (configuration not stated) returned Artemis endo inh -1.1.
O=C(c1cnc2c(c1)COc1ccc(Cl)cc1-2)c1ccccc1O was read as Artemis endo inh 2.4.
Screening COc1ccc(-c2nc3ncccn3c2Nc2ccc3c(c2)OCCO3)cc1 returned Artemis endo inh 4.4.
`O=C(Nc1ccn(Cc2ccccc2F)n1)c1ccc(COc2ccc(Cl)cc2Cl)o1` gave Artemis endo inh 11.0.
For Cc1cc(C)cc(N2C(=O)C3C4C=CC(C4)C3C2=O)c1 (configuration not stated) the results were Artemis endo inh 2.5.
`Cc1onc(-c2ccccc2Cl)c1C(=O)Nc1cccc2cccnc12` gave Artemis endo inh 5.1.
Screening CC(=O)N1CCc2cc(S(=O)(=O)NC(C(=O)Nc3ccc4c(c3)OCCO4)C(C)C)ccc21 (configuration not stated) returned Artemis endo inh 1.3.
Screening COc1cc(NC(=O)c2ccc(C)cc2)c(OC)cc1NC(=O)CN1CCOCC1 returned Artemis endo inh -4.7.
CCOC(=O)N1CCN(C(=O)Cn2cc3c(n2)CCCC3)CC1 was read as Artemis endo inh -4.7.
Screening O=C(c1ccccc1)c1cccn1CC(=O)N1CCN(c2ccc(F)cc2)CC1 returned Artemis endo inh -1.2.
Cc1cc(NC(=O)Nc2ccc(F)cc2)no1 was read as Artemis endo inh 2.7.
`CCN1C(=O)C2(/C(=C(\O)c3ccc4c(c3)OCCO4)C(=O)C(=O)N2CCCOC)c2ccccc21` (configuration not stated) gave Artemis endo inh 4.4.
For Nc1ccc(C(=O)n2c3ccccc3c3ccccc32)cc1 the results were Artemis endo inh -7.2.
`C=CCN(CC=C)S(=O)(=O)c1ccc(NC(=S)NC(=O)/C=C/c2ccc(C)cc2)cc1` gave Artemis endo inh -3.4.
CCOc1cc(N2CCOCC2)c(OCC)cc1NC(=O)Cc1ccccc1OC was read as Artemis endo inh 5.1.
Screening O=C(COc1ccc(Cl)cc1)Nc1nc(-c2cccs2)cs1 returned Artemis endo inh -4.2.
`COCCCNC(=O)c1cc(OC)c(OC)c(OC)c1` gave Artemis endo inh -5.4.
`Cc1occc1C(=O)NCCc1cccc(Cl)c1` gave Artemis endo inh 5.0.
For COc1cc2oc3ccccc3c2cc1N(CC(=O)N(C)C)S(=O)(=O)c1ccccc1 the results were Artemis endo inh -1.0.
For COc1ccc(/C(N)=N/OC(=O)c2cccc([N+](=O)[O-])c2C)cc1OC the results were Artemis endo inh -5.7.

Assay outcomes: PubChem BioAssay, Sanford-Burnham Center for Chemical Genomics
